# From PubChem
# GLP-1R agonist = agonists of human GLP-1 receptor; Potency, µM (series often up to 45.6 µM), without a hit: at the highest dose activation, hits mostly activators; HEK293 GLP-1R CRE-luciferase, luminescence, 4-6 h; cells express a hypersensitive GLP-1R form; 380,000 tested, 0.007% active; P43220; also: potency is read from the fitted curve at half-maximal effect; % of control where 0% means no effect
# Abeta yeast res = restores growth of yeast expressing A-beta42 peptide; Potency, µM (top dose mostly 46.1 µM), without a hit: at the highest dose growth rescue, most hits filed as activators; yeast expressing A-beta42, growth rescue, OD600, 48 h; response scale: 0% DMSO, 100% iron-clioquinol control; 410,000 tested, 0.063% active; AID 1347071; also: potency is read from the fitted curve at half-maximal effect; nearly all actives have a fitted effect of over 55% in size
#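 Growth rescue measured by 600 nm absorbance after 48 h yeast culture at 30 C with compound. Values normalized between DMSO and an equimolar ferric chloride plus clioquinol control.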
# pAkt inh = inhibitors of Akt phosphorylation. 360,000 tested, 0.32% active. Neuro2A IGF-stimulated pAkt S473 HTRF, 20 min; stronger effect = lower value. AID 651550. activity change, % for hits at 50 µM; in the data active = activity change below about -80%; inconclusive = mostly about -51% to -80%; also: % is scaled to controls: 0 for no effect and ±100 for the full control effect
#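 Neuro2A cells in DMEM with 0.5% FBS, overnight at 37 deg C, given compound at single 50 µM final, then IGF (6 nM final) for 20 min at 37 deg C. Lysed; phospho-Akt Ser473 by HTRF after 24 h, 665/615 ratio.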
# TDP43 rescue = inhibitors of TDP-43 toxicity in yeast; AID 652104; Potency, µM (doses to about 46.1 µM), without a hit: at the highest dose growth rescue (activation), most hits filed as activators; TDP-43 expressing yeast growth rescue, BacTiter-Glo, 24 h; 410,000 tested, 1.8% active; also: potency is read from the fitted curve at half-maximal effect; % of control where 0% means no effect; nearly all actives have a fitted effect of over 50% in size
#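 Cell-based yeast growth screen: TDP-43 expression induced in galactose, inoculum OD600=0.02 after raffinose pregrowth to mid-log. Read-out BacTiter-Glo luminescence at 24 hr, 30 deg C; inhibition of toxicity seen as signal increase.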
# GLP1R inv ag = GLP-1 receptor (human) inverse agonism. P43220. HEK293 GLP-1R CRE-luciferase, luminescence, 24 h; GLP-1R form is constitutively active. Potency, µM (series often up to 38.3 µM), without a hit: top-dose activity change, negative = inhibition, usual class: inhibitors. 410,000 tested, 1.6% active; also: potency is read from the fitted curve at half-maximal effect; % is scaled to controls: 0 for no effect and ±100 for the full control effect; nearly all actives have a fitted effect of over 55% in size
#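 HEK293 cells stably co-expressing constitutively active GLP-1R and a cAMP-responsive luciferase reporter were seeded in DMEM with 10% Nu serum, given compounds after 12 h, and incubated 24 h at 37 deg C. Luminescence was then read.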
# aSyn rescue = alpha-synuclein toxicity inhibition in yeast. Yeast expressing alpha-synuclein, growth rescue, BacTiter-Glo, 24 h. Potency, µM (top dose mostly 46.1 µM), without a hit: at the top dose growth rescue (activation), hits mostly activators. 370,000 tested, 0.14% active; also: potency is read from the fitted curve at half-maximal effect; % of control where 0% means no effect; nearly all actives have a fitted effect of over 65% in size
#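 Readout is rescue of growth in alpha-synuclein-expressing yeast, so inhibitors of toxicity appear as activators. Growth after 24 hr at 30 deg C in galactose medium is quantified by luminescence.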
# FUS suppressor = rescues growth of FUS-expressing yeast. S. cerevisiae FUS-expressing, growth rescue, OD600, 24 h. 390,000 tested, 0.24% active. AID 1347120. Potency, µM (top dose mostly 76.6 µM), inactives show at the highest dose growth rescue (activation), most hits filed as activators;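 also: potency is read from the fitted curve at half-maximal effect; plate controls were DMSO vehicle for no effect and reference control for full effect; nearly all actives have a fitted effect of over 55% in size; some results filed as inactive show a strong effect at the top dose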
#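 Quantitative HTS measuring growth restoration of FUS-toxic yeast. Galactose-induced cells (OD 0.005) were exposed 24hr at 30C to compounds at several concentrations, then absorbance at 600 nm was recorded.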
# DRD3 antagonist = antagonists of human D3 dopamine receptor. P35462. D3R cells, DiscoveRx beta-arrestin luminescence, antagonist mode; stronger effect = lower value. max response, negative = inhibition, %. 360,000 tested, 2.5% active; in the data active = max response below about -50%; inconclusive = no clear call, values can overlap the other calls; also: % is scaled to controls: 0 for no effect and ±100 for the full control effect; mostly tested at two doses, the higher about 12 µM
# Target sequence (P35462 whole entry, looked up): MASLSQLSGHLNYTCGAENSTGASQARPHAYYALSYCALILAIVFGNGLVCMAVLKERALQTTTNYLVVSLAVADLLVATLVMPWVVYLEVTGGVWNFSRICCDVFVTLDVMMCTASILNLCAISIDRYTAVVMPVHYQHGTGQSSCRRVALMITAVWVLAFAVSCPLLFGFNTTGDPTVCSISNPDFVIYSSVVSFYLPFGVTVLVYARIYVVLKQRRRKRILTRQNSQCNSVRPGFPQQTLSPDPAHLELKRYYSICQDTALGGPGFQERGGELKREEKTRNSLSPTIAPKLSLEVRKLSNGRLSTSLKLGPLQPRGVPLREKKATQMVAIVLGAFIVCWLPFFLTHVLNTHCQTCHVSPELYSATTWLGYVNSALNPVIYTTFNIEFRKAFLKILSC
#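 Cells plated overnight at 1500 cells/well, then exposed to library compounds with dopamine controls for 90 minutes at 37 degrees C. DiscoveRx reagent added for 30–60 minutes at room temperature; luminescence read, quantitative HTS format.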
# PTHR1 agonist = agonists of human PTHR1 parathyroid hormone receptor | HEK293 GP2 PTHR1 cells, GloSensor cAMP luminescence, 1 h | Q03431 | 410,000 tested, 0.075% active | Potency, µM (top dose mostly 115 µM), without a hit: top-dose activation, usual class: activators; also: potency is read from the fitted curve at half-maximal effect; nearly all actives have a fitted effect of over 55% in size; some results filed as inactive show a strong effect at the top dose; inactives centre near -15; many of its hits are not listed in these tables
# Target sequence (Q03431 whole entry, looked up): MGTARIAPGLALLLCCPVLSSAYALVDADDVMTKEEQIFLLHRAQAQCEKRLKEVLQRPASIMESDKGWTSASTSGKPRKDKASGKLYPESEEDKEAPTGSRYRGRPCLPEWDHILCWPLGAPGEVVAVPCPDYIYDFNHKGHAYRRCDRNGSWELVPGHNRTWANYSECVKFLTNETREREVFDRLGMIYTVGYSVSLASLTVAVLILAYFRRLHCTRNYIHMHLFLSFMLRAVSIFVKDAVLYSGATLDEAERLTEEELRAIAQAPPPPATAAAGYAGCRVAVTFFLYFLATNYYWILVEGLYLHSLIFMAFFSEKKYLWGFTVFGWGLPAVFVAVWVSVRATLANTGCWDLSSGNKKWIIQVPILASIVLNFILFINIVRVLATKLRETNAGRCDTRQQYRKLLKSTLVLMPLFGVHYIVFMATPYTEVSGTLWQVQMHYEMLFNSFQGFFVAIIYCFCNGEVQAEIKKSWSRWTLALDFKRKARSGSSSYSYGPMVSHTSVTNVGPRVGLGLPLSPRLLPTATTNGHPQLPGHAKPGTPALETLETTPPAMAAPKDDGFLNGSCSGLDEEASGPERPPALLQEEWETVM
#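 HEK-293-derived GP2 cells expressing PTHR1 and a GloSensor cAMP reporter, 3,000/well, plated overnight, given luciferin plus IBMX (each 0.5 mM as added) for 1 h at 37 °C, then compound for 1 h at 37 °C. Luminescence was read after 15 min at room temperature.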
# * marks the source's active call; other numbers are inactive results; i = inactive; ? = inconclusive; . = not tested or not shown; [ ] = remark or other dose. Unless noted, calls follow the shape of the dose curve; as a rule, active = well fitted curve in the direction sought with a large enough effect; inconclusive = small, poorly fitted or top-dose-only effect, or another doubt; inactive = no such curve, though single readings can be large; an effect the other way counts as inactive or inconclusive. The list is partial (hit frequency here may not be typical).
SMILES,GLP-1R agonist,Abeta yeast res,pAkt inh,TDP43 rescue,GLP1R inv ag,aSyn rescue,FUS suppressor,DRD3 antagonist,PTHR1 agonist
CCOc1ccc2nc(SC(CC)C(=O)Nc3cc(C)on3)sc2c1 (configuration not stated),0%,-4%,i,4%,-19%,1%,8%,3,-9%[57.5 µM]
COc1ccc(CCNC(=O)c2cc3sccc3n2C)cc1OC,5%,-15%,i,-6%,0%,-2%,22%,-72*,-13%
COc1cccc(NC(=O)C2(C)CCN2Cc2ccc(-c3ccccc3)o2)c1 (configuration not stated),22%,-13%,i,4%,?,25%,13%,10,-27%
CCn1c(=O)cc(OCC(=O)NCc2cccs2)c2ccccc21,11%,-2%,i,-4%,81%[activator],-2%,6%,1,i
Cc1nc(Nc2ccc(Cl)cc2Cl)sc1C(=O)Nc1ccccc1,11%,7%,i,?,10µM*,-20%,-20%,4,-16%
COC(C[C@@H]1O[C@@H]1[C@@H](O)[C@H](C)OCc1ccccc1)OC,-2%,0%,i,1%,4%,0%,-17%,0,-13%
COc1ccccc1NC(=O)CC1S/C(=N/N=C2\CCCc3ccccc32)NC1=O (configuration not stated),10%,15%,i,-4%[9.22 µM],?,?,?,8,i
O=C(Cn1cnc2c(nnn2Cc2ccc(Cl)cc2)c1=O)c1ccccc1,4%,1%,i,12%,-4%,0%,-23%,10,i
CC1CC(C)CN(S(=O)(=O)c2ccc(NC(=O)[C@@H]3CCCN3C(=O)c3cccs3)cc2)C1 (some centres not stated),7%,-5%,i,?,-25%,3%,4%,8,i
CC(C)N1CCc2c(sc(NC(=O)c3ccc(S(=O)(=O)N4CCOCC4)cc3)c2C#N)C1,-1%,-10%,i,18%,11%,-4%,13%,-30,i
O=C(CN1C(=O)c2ccccc2S1(=O)=O)Nc1ccc(S(=O)(=O)N2CCCC2)cc1,-7%,-8%,i,-13%,2%,-9%,36%,9,-1%[57.5 µM]
CC(=O)N1N=C(c2cccc([N+](=O)[O-])c2)OC1c1ccc(Br)cc1 (configuration not stated),0%,23%,i,14%,14%,2%,2%,7,-18%
Cc1ccc(S(=O)(=O)N(C)c2ccc(C(=O)N(C)Cc3nc4ccccc4c(=O)[nH]3)cc2)cc1,2%,2%,i,-18%,4%,-5%,24%,7,i
CCOC(=O)c1c(NC(=O)c2cc(-c3ccccc3OC)on2)sc(C)c1C,.,-5%,.,16%,8%,.,-15%,.,i
COc1ccc(CNC(=O)CCC2N=C3c4ccccc4N=C(SCc4ccc(F)cc4)N3C2=O)cc1 (configuration not stated),.,-2%,.,1%,?,.,?,.,-11%
COc1cc(CN(C(=O)COc2ccc(C)cc2)c2ccccn2)cc(OC)c1OC,.,-14%,.,3%,-16%,.,21%,.,-19%
CCOC(=O)Cn1nnc(-c2ccc(S(C)(=O)=O)cc2)n1,-10%,9%,i,-11%,0%,6%,5%,-10,-3%
O=C(Cn1cnc2c(NCc3ccccc3)ncnc21)NCc1ccc2c(c1)OCO2,-1%,-6%,i,5%,?,11%,2%,0,-20%
Cc1ccc(NS(=O)(=O)c2c(C(=O)N3CCCC3)c(C)n(C)c2C)cc1,-1%,-4%,i,-3%,7%,-2%,-5%,13,-2%
CN(C)c1cccc2cccc(N(C)C)c12,8%,7%,i,-19%[1.82 µM],15%,-7%,-8%,-5,22%
Cc1cccc(C)c1NC(=O)CN(Cc1ccccc1)Cc1ccccc1,5%,-4%,i,7%,?,1%,0%,15,-17%
O=C(c1ccc([N+](=O)[O-])cc1)N1CCN(Cc2ccccc2[N+](=O)[O-])CC1,9%,-22%,i,-23%,?,-2%,22%,-26,-11%
COc1cccc(Cc2nc3ccccc3nc2SCC(=O)Nc2cc(OC)ccc2OC)c1,1%,-11%,.,2%,-10%,.,8%,.,-15%
COc1ccc(-n2cc(-c3ccccc3)c3c(N4CC(C)OC(C)C4)ncnc32)cc1 (configuration not stated),-5%,3%,i,6%,?,-10%,?,38,-20%
O=C(Cn1nc2n(c1=O)-c1ccccc1SC2)N/N=C/c1cccnc1,2%,-4%,i,14%,5%,-8%,6%,28,-2%
CCn1cc(C(=O)N[C@H](C(=O)NCCCn2ccnc2)C(C)C)c(=O)c2cc3c(cc21)OCO3,3%,10%,i,2%,28%,0%,-11%,-7,8%
CN(C)c1cccc(CNC(=O)c2csc([C@@H]3C[C@H](O)[C@@H](CO)O3)n2)c1,-5%,-10%,.,-9%,-10%,-32%[inhibitor],-10%,?,?
O=C(Nc1nncs1)C1(c2ccccc2)CCCC1,-2%,21%,i,-1%,-25%,-8%,4%,13,-19%
Cc1ccc(Sc2sc(=O)n(C)c2S(=O)(=O)c2ccc(C)cc2)cc1,-1%,-2%,i,-7%,9%,-3%,-11%,-8,-12%
CCCCOc1ccc(CNC(=O)CN2C(=O)CCn3nc(-c4cn(C)c5ccccc45)cc32)cc1,.,-8%,.,2%,-5%,.,16%,.,-54%[inhibitor]
Cc1cc(=O)[nH]c(N2CCN(C(c3ccccc3)c3ccccc3)CC2)n1,-2%,22%[9.22 µM],i,5%,3%,-13%,?,-13,-2%
O=C(NCC(O)c1ccc([N+](=O)[O-])cc1)C1=COCCO1 (configuration not stated),-5%,4%,i,20%,42%[activator],-8%,-3%,-8,i
CCOCCn1c(SCCc2ccccc2)nc2c1c(=O)[nH]c(=O)n2C,22%,0%,i,27%,39%[activator],-2%,-6%,12,-4%
c1ccc(OCc2nn3c(-c4ccccn4)nnc3s2)cc1,1%,16%,i,14µM*,0%,0%,2%,15,-20%
CC1(C(=O)NS(=O)(=O)C2CC2)CCCN(C(=O)c2ccccc2OC(F)(F)F)C1 (configuration not stated),-1%,-3%,i,18%,19%,1%,-20%,21,i
COc1cccc(-n2c(-c3ccccc3)c[nH]c2=S)c1,5%,5%,i,-5%,-25%,0%,6%,-15,-8%
CCCn1c(C)nc2c(c1=O)c1nc3ccccc3nc1n2-c1ccccc1,8%,-11%,i,-15%,14%,-4%,17%,-16,i
O=C(CN1CCN(S(=O)(=O)c2ccccc2)CC1)Nc1ccc(Cl)c(Cl)c1,11%,?,.,?,0%,.,20%,25,-30%[inhibitor]
COc1ccc(OCC(=O)NC2CCCN(Cc3ccc(Cl)cc3)C2)cc1 (configuration not stated),10%,-1%,i,-3%,?,6%,?,-14,-45%
Cc1ccc(NC(=S)N2CCCC2)cc1,-3%,-9%,i,-2%,9%,-2%,-5%,-2,i
COc1ccc(OC)c(CNC(=O)c2[nH]c(C(F)(F)F)nc2-c2ccccc2)c1,-2%,-21%,i,-3%,8%,-1%,21%,-22,-17%
CCCCCNC(=O)c1c[nH]c2ccc(S(=O)(=O)N3CCC4(CC3)OCCO4)cc2c1=O,1%,-8%,i,-11%,20%,-3%,.,-1,i
Cc1cc(C(=O)OCC(=O)N2CC(C)OC(C)C2)c2ccccc2n1 (configuration not stated),12%,0%,i,13%,10%,-3%,7%,-2,i
O=C1CC(Sc2ccc(Cl)cc2)C(=O)N1c1ccc2c(c1)OCCO2 (configuration not stated),9%,-6%,i,11µM*,?,26%,-14%,-5,-1%
CCC(=O)C1=C(c2ccc(OC)c(OC)c2)N(C(=O)CC)n2c(nnc2-c2ccc(C)cc2)S1,.,7%,.,?,0%,.,0%,.,-25%
COc1ccc2[nH]cc(CCNC(=O)Nc3ccc(F)cc3)c2c1,.,27%,.,?,-16%,.,-11%,.,-2%
CCOc1cc(C(=O)CCC(=O)OCC(=O)Nc2ccc(C)c(S(=O)(=O)N(C)C)c2)ccc1O,15%,10%,i,-1%,59%[activator],6%,13%,1,i
CSc1nc(C)c(CCOCc2ccc(F)cc2)c(=O)[nH]1,1%,3%,i,11%,-20%,10%,9%,-16,i
O=c1[nH]n(Cc2ccccc2)c2ccccc12,-4%,-1%,i,15%,28%,15%,12%,13,i
Cc1cc(O)cc2c1C1CCC3(C)C(O)CCC3C1C=C2 (configuration not stated),18%,5%,i,29%,-8%,8%,17%,-3,-91%[inhibitor]
CN1CCN(C(=O)c2cnn3c(C(F)(F)F)cc(-c4cccs4)nc23)CC1,5%,-11%,i,-3%,4%,-4%,-17%,-13,-15%
CCOc1ccc(NC(=O)CN(C)C(=O)c2ccc3c(c2)C(=O)N(CCC(C)C)C3=O)cc1OCC,-2%,-2%,i,0%,13%,0%,.,4,i
O=c1c2ccccc2nc2ccc(NCc3ccco3)nn12,1%,2%,i,21%,56%[activator],0%,.,2,-12%
COC(=O)C1CCN(C(=O)C2CC(=O)N(c3ccc(C)c(Cl)c3)C2)CC1 (configuration not stated),0%,-16%,i,-18%,16%,-2%,10%,3,i
COc1ccc(Br)cc1CNC(=O)c1cnc2sc(N3CCC(C)CC3)nn2c1=O,.,-15%,.,7%,-8%,.,-12%,.,i

# 4 structures already listed, ordered by length of the SMILES, largest number first.
SMILES,GLP-1R agonist,Abeta yeast res,pAkt inh,TDP43 rescue,GLP1R inv ag,aSyn rescue,FUS suppressor,DRD3 antagonist,PTHR1 agonist
CCOc1ccc(NC(=O)CN(C)C(=O)c2ccc3c(c2)C(=O)N(CCC(C)C)C3=O)cc1OCC,-2%,-2%,i,0%,13%,0%,.,4,i
COc1ccc(Br)cc1CNC(=O)c1cnc2sc(N3CCC(C)CC3)nn2c1=O,.,-15%,.,7%,-8%,.,-12%,.,i
Cc1cc(O)cc2c1C1CCC3(C)C(O)CCC3C1C=C2 (configuration not stated),18%,5%,i,29%,-8%,8%,17%,-3,-91%[inhibitor]
O=c1[nH]n(Cc2ccccc2)c2ccccc12,-4%,-1%,i,15%,28%,15%,12%,13,i
